# From PubChem
# DRD3 agonist = qHTS of D3 Dopamine Receptor Agonist: qHTS; D(3) dopamine receptor (Homo sapiens), P35462; D3R DiscoveRx beta-arrestin cells, luminescence, 90 min; max activation, %; actives 0.58% (n = 410,000); in the data active means max activation above about 30%; further: 0% is about no effect; mostly tested at two doses, the higher about 12 µM
#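 Agonist-mode cell screen: cells plated at 1500/well and incubated overnight at 37 °C, then exposed to library compounds for 90 min at 37 °C. Detection reagent was added for 30–60 min at room temperature, and luminescence was read.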
# EPAC2 antagonist = qHTS for Antagonist of cAMP-regulated guanine nucleotide exchange factor 2 (EPAC2): primary screen; EPAC2 GEF exchange of Rap1B-BODIPY-GDP, fluorescence; Potency, µM (doses to about 114 µM), without a hit: at the top dose activity, negative = inhibition, usual class: inhibitors; actives 0.18% (n = 360,000); Rap guanine nucleotide exchange factor 4 (Homo sapiens), Q8WZA2; further: potency means the concentration at half of the fitted maximal effect; on the % scale 0 is the no-effect control and ±100 the full control effect; nearly all actives have a fitted effect of over 45% in size; many of its hits are not listed in these tables
# pAkt inh = HTS Assay for Inhibitors of Akt Phophorylation: Primary Screen; Neuro2A IGF-stimulated pAkt S473 HTRF, 20 min; stronger effect = lower value; actives 0.32% (n = 360,000); activity change, % for hits at 50 µM; in the data active means activity change below about -80%; inconclusive means mostly about -51% to -80%; further: on the % scale 0 is the no-effect control and ±100 the full control effect
#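 Neuro2A cells in DMEM with 0.5% FBS, overnight at 37 deg C, given compound at single 50 µM final, then IGF (6 nM final) for 20 min at 37 deg C. Lysed; phospho-Akt Ser473 by HTRF after 24 h, 665/615 ratio.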
# PTHR1 ag = qHTS for PTHR1 Agonists: Primary Screen. Parathyroid hormone/parathyroid hormone-related peptide receptor (Homo sapiens), Q03431. HEK293 GP2 PTHR1 cells, GloSensor cAMP luminescence, 1 h. Potency, µM (series often up to 115 µM), for the others: at the top dose activation, most hits filed as activators. actives 0.075% (n = 410,000); further: potency means the concentration at half of the fitted maximal effect; nearly all actives have a fitted effect of over 55% in size; some results filed as inactive show a strong effect at the top dose; inactives centre near -15; many of its hits are not listed in these tables
#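 HEK-293-derived GP2 cells expressing PTHR1 and a GloSensor cAMP reporter, 3,000/well, plated overnight, given luciferin plus IBMX (each 0.5 mM as added) for 1 h at 37 °C, then compound for 1 h at 37 °C. Luminescence was read after 15 min at room temperature.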
# EPAC2 agonist = qHTS for Agonist of cAMP-regulated guanine nucleotide exchange factor 4 (EPAC2): primary screen. AID 720711, 2013. Rap guanine nucleotide exchange factor 4 (Homo sapiens), Q8WZA2. EPAC2 activation, biochemical qHTS; response scale: 100% = 6.5 mM cAMP response. Potency, µM (series often up to 154 µM), for the others: at the highest dose activation, usual class: activators. actives 0.079% (n = 360,000); further: potency means the concentration at half of the fitted maximal effect; nearly all actives have a fitted effect of over 50% in size
#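 Readout is BODIPY fluorescence (480 nm excitation, 540 nm emission), which falls as labeled GDP is exchanged off Rap1B. EPAC2 at 100 nM acted on 250 nM RAP1B-BODIPY-GDP with 50 uM GDP present.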
# D3 antag = qHTS of D3 Dopamine Receptor Antagonist: qHTS; actives 2.5% (n = 360,000); max response, negative = inhibition, %; AID 652054, 2013; D(3) dopamine receptor (Homo sapiens), P35462; D3R cells, DiscoveRx beta-arrestin luminescence, antagonist mode; stronger effect = lower value; in the data active means max response below about -50%; inconclusive means no clear call, values can overlap the other calls; further: on the % scale 0 is the no-effect control and ±100 the full control effect; mostly tested at two doses, the higher about 12 µM
#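 Cells expressing the human receptor were seeded at 1500 cells/well, incubated overnight at 37 degrees C in 5% CO2, then exposed to library compounds with dopamine controls for 90 minutes at 37 degrees C before luminescent detection.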
# CCT modulator = High-Throughput Screening for Modulators of Cytosolic Chaperonin Activity | purified chaperonin ATPase assay, HTRF ADP detection, 30 min | activity change, % (test concentration not listed), hits read low | actives 0.3% (n = 360,000) | AID 651819, 2012; in the data active means activity change below about -30%; further: on the % scale 0 is the no-effect control and ±100 the full control effect
#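 First, chaperonin was dispensed at 40 nM or 20 nM final depending on batch activity. Next, compounds were pinned at 76 uM and ATP added at 10 uM. After 30 min at 37 °C, ADP detection reagents ran 30 min at ambient temperature.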
# MmCpn inh = Inhibitors of TCP-1 ring complex (TRiC) of Methanococcus maripaludis (MmCpn): qHTS; Potency, µM (highest dose often 76.9 µM), for inactives: at the top dose activity, negative = inhibition, most hits filed as inhibitors; actives 0.031% (n = 330,000); purified Mm-Cpn ATPase, ADP Transcreener TR-FRET; AID 504842, 2011; Chaperonin Mm-Cpn (Methanococcus maripaludis); further: potency means the concentration at half of the fitted maximal effect; on the % scale 0 is the no-effect control and ±100 the full control effect; nearly all actives have a fitted effect of over 80% in size
#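 Eu-cryptate anti-ADP/ADP-d2 competition gives a ratio inversely related to ADP. Enzyme at 25 nM was pre-exposed to compound for 10 min, then given 10 uM ATP for 30 min, 37°C throughout.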
# The depositor's hits bear a star; i = inactive; ? = inconclusive; . = not tested or not shown; & = joins results of further samples; [ ] = dose if it differs, or a comment. Unless noted, the call rests on the fitted dose curve; in most records, active means well fitted curve in the direction sought with a large enough effect; inconclusive means small, poorly fitted or top-dose-only effect, or another doubt; inactive means no such curve, though single readings can be large; an effect the other way counts as inactive or inconclusive. These rows are one share of the data; the hit share may differ from the screen's.
SMILES,DRD3 agonist,EPAC2 antagonist,pAkt inh,PTHR1 ag,EPAC2 agonist,D3 antag,CCT modulator,MmCpn inh
CN(Cc1nccs1)C(=O)CC1C(=O)NCCN1Cc1ccc(-c2ccccc2)cc1 (stereo not given),-13,5%,i,-4%,-12%,0,-1.0,2%
S=c1[nH]nc(-c2ccccn2)n1/N=C/c1c(Cl)cccc1Cl,-4,5%,i,-31%,1%,-13,-1.3,2%
O=C(c1ccccc1)C1CCN(C(=O)c2c(F)cccc2F)CC1,10,4%,i,i,9%,1,1.1,3%
COc1cccc(/C=N/NC(=O)c2[nH]nc3c2CCc2ccccc2-3)c1O,4,?,i,-34%[inhibitor],28%,-15,-2.5,-8%
CC1(C)CC(N(Cc2ccc(F)cc2)C(=O)c2ccc(F)cc2)CCO1 (stereo not given),0,-7%,i,-8%,21%,8,0.8,2%
O=C1NCC(COc2ccc(Cl)cc2)O1 (stereo not given),-9,4%,i,i,4%,-26,-0.9,1%
O=C(O)c1oc2ccccc2c1CSCc1ccccc1,4,15%,i,-21%,2%,2,-4.0,0%
S=C(NCc1ccc2c(c1)OCO2)Nc1ccc(-c2nc3ccccc3[nH]2)cc1,-9,-8%,i,i,16%,0,-1.0,-9%
COc1ccc(NC(=O)N(C)C[C@H]2Oc3c(NC(=O)c4ccncc4)cccc3C(=O)N([C@H](C)CO)C[C@@H]2C)cc1,-6,10%,i,6%,3%,-5,0.8,-1%
CC1Cc2cc(/C(O)=C3/C(=O)C(=O)N(Cc4ccco4)C3c3cccs3)ccc2O1 (stereo not given),6,9%,i,16%[57.5 µM],0%,5,-2.6,-5%
CCCCNC(=O)c1cn(C)c2ccc(S(=O)(=O)N3CCCC3)cc2c1=O,-2&-11,0%,i,-14%,14%,14,0.7,0%
Cc1nc2ccc(F)cc2cc1C(=O)NCC1CCCO1 (stereo not given),2,9%,i,i,6%,3,0.9,1%
OCCC1CN(Cc2c(O)ccc3ccccc23)CCN1CCc1ccccc1 (stereo not given),-19,7%,i,-27%,15%,-4,-0.9,0%
Cn1nnnc1Sc1c(Cl)cccc1[N+](=O)[O-],7,1%,i,-1%,-1%,9,-0.5,1%
CC(C)c1ccc(C(C(=O)NC(C)(C)C)N(C(=O)CNC(=O)c2ccco2)c2cccnc2)cc1 (stereo not given),-1,6%,i,-19%,-3%,-7,2.3,0%
COc1cc([C@H](Cc2ccccc2)NC(C)=O)oc(=O)c1,-17,9%,i,-13%,-6%,24,-1.1,.
c1ccc(OCCNc2ccn3nc(-c4ccc(OCCN5CCOCC5)cc4)cc3n2)cc1,7,4%,i,i,22%,113,0.0,.
COc1cc(C2NC(=O)N(C)C(C)=C2C(=O)OCc2ccccc2)cc(Br)c1O (stereo not given),3,-15%,i,-16%,12%,-4,-2.9,-2%
CCOC(=O)CNC(=O)c1c(C)nn(C)c1Cl,2,13%,i,i,-4%,-7,1.1,0%
Cc1cc(S(=O)(=O)NCCc2ccncc2)cc(C)c1F,3,4%,i,-32%[inhibitor],2%,8,-2.1,.
CCCn1cc(S(=O)(=O)CC(=O)Nc2ccc(OC)cc2OC)c2ccccc21,3,7%,i,i,6%,14,0.7,2%
O=C(NCCN1CCN(c2ccccc2)CC1)c1cccc(Cl)c1,24,2%,i,i,13%,-56*,-4.7,0%
CCCCC(=O)Oc1cc(C)[nH]c(=O)c1[N+](=O)[O-],-4,6%,i,i,-1%,-15,0.3,-1%
COC(=O)C1CCN(C(=O)COC(=O)c2cc(-c3cccs3)nn2-c2ccccc2)CC1,4,8%,i,i,-5%,15,-1.5,-1%

# An excerpt from further up:
SMILES,DRD3 agonist,EPAC2 antagonist,pAkt inh,PTHR1 ag,EPAC2 agonist,D3 antag,CCT modulator,MmCpn inh
COc1cc(C2NC(=O)N(C)C(C)=C2C(=O)OCc2ccccc2)cc(Br)c1O (stereo not given),3,-15%,i,-16%,12%,-4,-2.9,-2%
CCOC(=O)CNC(=O)c1c(C)nn(C)c1Cl,2,13%,i,i,-4%,-7,1.1,0%

# More compounds:
SMILES,DRD3 agonist,EPAC2 antagonist,pAkt inh,PTHR1 ag,EPAC2 agonist,D3 antag,CCT modulator,MmCpn inh
CCCCOC(=O)n1ccc(C(=O)Nc2ccccc2OC)n1,-7,-11%,i,-15%[57.5 µM],4%,-4,-1.0,0%
O=CNCC(=O)NC1CCCCCC1,1,7%,i,i,2%,13,0.2,-1%
CC12CC(NC(=O)N1c1ccc(C(=O)N3CCN(c4ccc(F)cc4)CC3)cc1)c1ccccc1O2 (stereo not given),-11,3%,i,-6%[57.5 µM],-1%,-26,-0.1,-2%
CC(=O)NCCC(=O)Nc1cc(S(=O)(=O)N2CCOCC2)ccc1N1CCOCC1,6,2%,i,-9%,3%,4,-1.0,-14%
Cc1ccc(OCC(=O)OC(C)CN(C)Cc2ccccc2)cc1 (stereo not given),-6,-2%,i,0%,-6%,21,-4.5,1%
COc1cccc(NC(=O)c2ccc(S(=O)(=O)NCc3cccnc3)cc2)c1,-30,3%,i,-36%[inhibitor],-3%,9,-0.1,2%
COc1ccc(-c2csc(NC(=O)CCNC(=O)c3ccco3)n2)cc1OC,2,2%,i,i,1%,17,-5.5,-1%
CCCCCCSc1ccc([C@H]2N[C@@](Cc3ccccc3)(C(=O)OC)[C@H]3C(=O)N(C)C(=O)[C@@H]23)cc1OC,-3,-22%,i,-14%,4%,9,0.4,-2%
Cc1cccc(/C=N/NC(=O)c2cccc([N+](=O)[O-])c2)n1,-23,4%,i,i,3%,-50*,-1.9,-2%
CN(/N=C/c1ccc2c(c1)OCO2)c1nc(N2CCOCC2)nc(N2CCOCC2)n1,1,-7%,i,i,2%,-1,0.0,0%
COc1ccc(/C=C/C(=O)NCCCc2ccccc2)cc1,-2,1%,i,i,11%,2,0.8,1%
Cc1cc(OCC(=O)Nc2ccc(CCO)cc2)c2c(C)c(C)c(=O)oc2c1,-3,6%,i,-3%,-3%,3,-0.3,-12%
COc1ccc(NC(=O)c2csc(Cc3ccccc3)n2)cc1,1,-3%,i,-15%[57.5 µM],11%,3,-1.4,0%
CC(CC(=O)Nc1nncs1)c1ccccc1 (stereo not given),5,11%,i,-5%[57.5 µM],6%,4,-2.4,2%
O=C(CSc1nc(-c2cccs2)cc(C(F)(F)F)n1)NCCCn1ccnc1,7,-1%,i,-15%[57.5 µM],14%,0,-3.3,?
CN1C=CC(=C[N+](=O)[O-])N(C)C1=O,0,-5%,i,-10%,-2%,1,1.1,.
COc1ccc(/C=N/Nc2cc(C)nc(-n3nc(C)cc3C)n2)c(OC)c1,-8,-24%,i,-41%[inhibitor],-5%,-8,-0.1,0%
CCN(CC)CCOC(=O)c1ccc(NC(=O)C(C)NC(=O)C23CC4CC(CC(C4)C2)C3)cc1 (stereo not given),-10,2%,i,5%,11%,0,1.9,3%
COCCN(CC(=O)NCC1CCCO1)C(=O)CCC(=O)Nc1ccccn1 (stereo not given),-2,-12%,i,i,12%,-11,-1.0,0%
Cn1c(=O)c2cc(NC(=O)Nc3cccnc3)ccc2n1Cc1ccc(Cl)cc1,6,3%,i,-51%,1%,9,1.7,.
O=C(O)CCN1C(=O)c2ccc(Oc3ccc4c(c3)C(=O)N(CCC(=O)O)C4=O)cc2C1=O,0,7%,i,-2%[57.5 µM],-1%,22,-0.9,0%
CC(C)n1cnc2c(=S)nc[nH]c21,-5,-3%,i,-60%[inhibitor],1%,-16,-2.7,-3%
O=C1NC[C@@H](c2ccccc2)OC(=O)[C@H](Cc2ccc(F)cc2)CC/C=C/C[C@H]1CC(=O)N(CCO)Cc1ccccc1,2,5%,i,-13%,6%,-3,-1.1,-1%
c1ccc(CN2CCC(=NNc3nc4ccccc4[nH]3)CC2)cc1,-10,-9%,i,-24%,3%,-3,2.6,-8%
CN(CC(=O)Nc1ccccc1Br)CC(=O)Nc1ccccc1-c1ccccc1,-4,-3%,i,-4%,22%,-11,-1.7,-2%
CCCS(=O)(=O)c1c(S(=O)(=O)CCC)c2c(C)cccn2c1C(N)=O,-8,-3%,i,-2%[57.5 µM],8%,3,-3.0,-3%
O=C(NCc1ccccc1F)C1CCCN1C(=O)Nc1ccc(F)cc1 (stereo not given),3,12%,i,-7%,13%,1,-2.4,1%
O=C(c1cccs1)N1CCCc2ccccc21,-7,8%,i,-7%[57.5 µM],1%,-17,-1.0,-2%
CCOC(=O)CN1C(=O)CCSc2ccc(Cl)cc21,2,-3%,i,-2%,9%,2,-0.7,2%
Cc1nn(CC(=O)Nc2ccccc2C(F)(F)F)c(=O)c2cccn12,1&-3,13%,i,-22%&-21%,2%,0,0.0,0%
CN(c1ccc(OCC(=O)NCc2cccnc2)cc1)S(=O)(=O)c1ccc(Cl)cc1,-13,0%,i,-5%,17%,-19,-3.1,2%
O=c1[nH]c(/C=C\c2cccnc2)c([N+](=O)[O-])c(=O)[nH]1,-3,5%,i,i,10%,-8,-1.4,-20%
O=C(NCC(c1ccco1)N1CCCC1)c1cn(-c2ccccc2)nc1-c1ccc(F)cc1 (stereo not given),-25,-1%,i,i,7%,-9,-8.2,1%
COc1ccc2c(c1)CC/C2=N\OC(=O)c1ccccc1C,-7,0%,i,-45%,14%,-17,-2.2,-2%
O=C1c2ccccc2C(=O)N1SC1CCCCC1,1,19%,i,i,11%,-92*,0.9,1%
CCC1CC(CSc2ncn[nH]2)OC1=O (stereo not given),-3,-6%,i,i,9%,-12,-5.3,5%
COc1ccc(CC(=O)O/N=C(\N)c2cccc([N+](=O)[O-])c2)cc1,1,1%,i,-5%,3%,13,-3.5,0%
